# yeast cln2 rad14 – NCI yeast anticancer drug screen, S. cerevisiae cln2 rad14 strain | % growth inhibition at 50 µM | 78,000 tested, 8.3% active | AID 165, 2004;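 further: 0% = growth of vehicle-only cultures of the same strain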
#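 Yeast strain cln2 rad14, bearing defects in cell cycle control and DNA repair, serves as the test system; values reflect growth inhibition compared with vehicle.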
# mlh1 rad18 – NCI yeast anticancer drug screen, S. cerevisiae mlh1 rad18 strain | growth inhibition, % at 50 µM | 79,000 tested, 11% active | AID 175, 2004;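 further: 0% = growth of vehicle-only cultures of the same strain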
#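 Inhibition values reflect reduced growth of mutant yeast versus vehicle-treated controls following compound exposure; the mutations affect DNA damage repair.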
# bub3 – NCI yeast anticancer drug screen, S. cerevisiae bub3 mutant strain; % growth inhibition at 50 µM; 78,000 tested, 9.9% active;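 further: 0% = growth of vehicle-only cultures of the same strain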
#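 Compounds were applied to a genetically altered yeast strain carrying a cell-cycle control defect. Growth inhibition was scored against vehicle-treated controls.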
# yeast rad50 – NCI yeast anticancer drug screen, S. cerevisiae rad50 strain; % growth inhibition at 50 µM; 79,000 tested, 10% active; AID 155, 2004;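 further: 0% = growth of vehicle-only cultures of the same strain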
#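 Compounds were tested on a yeast strain with an engineered DNA damage repair alteration; the reported value is growth inhibition normalised to vehicle treatment.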
# sgs1 mgt1 – NCI yeast anticancer drug screen, S. cerevisiae sgs1 mgt1 strain; growth inhibition, % at 50 µM; 78,000 tested, 10% active; AID 161, 2004;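 further: 0% = growth of vehicle-only cultures of the same strain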
#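 Yeast cells carrying a defined DNA-repair defect were exposed to test compounds. Growth inhibition was measured relative to vehicle-treated controls.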
# yeast mec2-1 – NCI yeast anticancer drug screen, S. cerevisiae mec2-1 strain | % growth inhibition at 50 µM | 79,000 tested, 9% active | AID 157, 2004;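 further: 0% = growth of vehicle-only cultures of the same strain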
#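 Cells of the genetically defined mec2-1 yeast strain are incubated with test compound. Inhibition of growth is calculated against vehicle-treated controls.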
# * marks the source's active call; other numbers are inactive results; / = no result given; & = joins results of further samples. No stated cut-off is given here; in the data, active means growth inhibition above about 70%; inactive means the rest.
Compound	yeast cln2 rad14	mlh1 rad18	bub3	yeast rad50	sgs1 mgt1	yeast mec2-1
NC(=O)C1CCCN1C(=O)C1CCCN(CCCCCCN2CCCC(C(=O)N3CCCC3C(N)=O)C2)C1 (stereo not given)	20.1	-19.9	-5.0	-3.8	-0.8	16.4
CN(C)NC(=O)Nc1ccccc1	-19.9	-4.2	1.6	2.4	-9.6	0.7
CCCCCCCCCCCCCCCCOc1ccc(C(C)=O)cc1	-16.9	-1.2	-2.8	-6.9	-11.2	-1.6
O=C1Sc2sc(=S)sc2SC1c1ccccc1 (stereo not given)	58.1	90.5*	32.6	40.5	82.2*	36.5
COc1ccc2nc3cc([N+](=O)[O-])ccc3c(NCCCN(CCO)CCO)c2c1	1.8	2.6	7.8	-6.7	6.9	-1.8
Oc1cccc(C(F)(F)F)c1	-24.6	9.9	0.7	20.2	5.5	-17.5
O=C(NS(=O)(=O)c1ccccc1)OCc1ccccc1	-31.8&-22.2	6.1&-6.1	24.8&16.7	-18.1&4.7	-15.3&-14.8	-4.3&-11.8
CC1C(C(=O)O)CC([N+](=O)[O-])C(Cl)C1[N+](=O)[O-] (stereo not given)	35.4	54.6	74.7*	20.9	82.1*	87.4*
CSc1n[nH]c(SC)n1	4.7	-5.9	-11.2	-4.3	-4.2	-15.2
O=[n+]1c2ccccc2n([O-])c2cn(-c3ccccc3)c(-c3ccccc3)c21	80.5*	89.2*	46.9	73.5*	88.3*	67.4
CC(Oc1ccc2cc(C(=O)c3ccccc3)c(=O)oc2c1)C(=O)O (stereo not given)	32.9	44.9	-0.1	-4.2	19.2	3.8
Nc1nc(Cc2ccccc2)cs1	7.5	12.6	3.4	24.7	16.1	24.7
CC(O)C(C)(C)O (stereo not given)	-13.4	4.2	16.1	12.3	15.6	-8.8
OC1c2c(ccc3ccccc23)CCC1N1CCCCC1 (stereo not given)	-34.5	-5.0	-13.4	12.6	0.9	-4.5
O=C(Nc1ccc([N+](=O)[O-])cc1Cl)Oc1ccc(Br)cc1Br	-19.5	42.4	11.8	6.3	22.1	20.9
N#CC(=O)Nc1cccc(Cl)c1	-19.7	-0.1	-3.0	-13.1	-16.4	-8.1
O=C(O)/C=C(\Br)C(=O)O	-11.4	5.3	-5.4	16.1	-1.0	-4.1
CC1CN(C(=O)OCC23COC4(C)CCC(C)(OC2)N34)CC(C)O1 (stereo not given)	13.4	5.8	-0.7	2.6	6.9	-18.0
O=c1[nH]c2c([N+](=O)[O-])cc(Cl)cc2nc1/C=C(\O)c1ccc(F)cc1	42.2	87.3*	43.5	71.1*	73.4*	42.8
O=C(O[C@H]1[C@@H]2C=CO[C@@H](OC3OC(CO)C(O)C(O)C3O)[C@@H]2[C@@]2(CO)O[C@@H]12)c1ccc(O)c(O)c1 (stereo not given in full)	3.1	0.4	-8.3	-20.3	-4.6	-40.0
COc1ccc(OC)c2c(=O)cc(-c3ccccc3)[nH]c12	15.1	18.8	16.1	7.6	-23.4	3.0
Cc1cc(Br)cc(C(=O)Cl)c1O	28.7	34.7	5.9	32.5	30.2	22.0
COc1ccc2cc(C(C)=O)c3ccccc3c2c1	-8.2	97.0*	2.7	94.2*	96.2*	86.5*
Cc1ccc(N=C=Nc2ccc(C)cc2)cc1	-9.8	-1.5	2.9	2.6	-3.0	2.6
COc1ccc(Cc2cc3c(cc2OC)OCO3)cc1	-26.9	12.4	-1.1	-14.0	34.9	-5.9
CN1c2ccccc2SC2C(c3ccccc3)=NOC21 (stereo not given)	-6.5	17.9	-25.7	27.2	-17.9	4.2
c1ccc2c(c1)-c1nc3ccccc3cc1C2N1CCOCC1 (stereo not given)	4.0	61.1	49.2	72.7*	70.5*	13.2
CCC1CN=C(c2ccccc2)S1 (stereo not given)	-23.8	14.7	-1.8	13.5	-0.7	-21.1
CC1(C)OC2C(C(=O)NCC(=O)O)OC(n3cnc4c(N)ncnc43)C2O1 (stereo not given)	45.5	38.5	3.1	32.8	-1.4	11.2
CCCCCCCCCCCCCCCC(=O)Oc1ccc(C(=S)N2CCOCC2)cc1	2.9	13.9	5.0	20.8	2.4	1.2

# 2 entries picked at random from the list so far, as already listed:
Compound	yeast cln2 rad14	mlh1 rad18	bub3	yeast rad50	sgs1 mgt1	yeast mec2-1
CCCCCCCCCCCCCCCC(=O)Oc1ccc(C(=S)N2CCOCC2)cc1	2.9	13.9	5.0	20.8	2.4	1.2
CN1c2ccccc2SC2C(c3ccccc3)=NOC21 (stereo not given)	-6.5	17.9	-25.7	27.2	-17.9	4.2

# The list continues.
Compound	yeast cln2 rad14	mlh1 rad18	bub3	yeast rad50	sgs1 mgt1	yeast mec2-1
CCC(=O)OC1CCC2(C)C(=CCC3C2CCC2(C)C(C(C)CCCC(C)C)CCC32)C1 (stereo not given)	4.5	-12.2	-0.8	3.1	-20.6	7.6
CN1CCc2c(c3ccccc3c3ccccc23)C1	-0.3	21.8	8.8	44.6	13.8	30.6
CCC(C)C(NC(=O)C(CC(C)C)NC(=O)C(N)Cc1c[nH]c2ccccc12)C(=O)NC(Cc1c[nH]c2ccccc12)C(=O)O (stereo not given)	-5.5	18.3	5.0	18.2	-8.8	-9.4
Nc1ccc(N(S(=O)(=O)c2ccccc2)S(=O)(=O)c2ccccc2)nc1	-4.5	17.7	2.2	27.4	11.1	6.3
O=C(CCS(=O)(=O)CCC(=O)c1ccc2ccccc2c1)c1ccc2ccccc2c1	-35.3	-52.5	0.2	-66.8	-2.4	-13.2
CCN(CC)C(=O)C1C(C=C(C)C)C1(C)C (stereo not given)	5.3	7.5	-10.1	7.0	12.2	20.4
N#CC(C(=O)C(N)=O)c1ccccc1Cl (stereo not given)	-0.7	-17.3	-12.2	-13.5	-6.8	-26.8
c1ccc(CSCc2ccccc2)cc1	-15.8	21.1	-0.7	20.4	7.2	-3.0
Cc1c(COC(=O)NC(C)C)c(COC(=O)NC(C)C)c2n1CCS2(=O)=O	-32.7	-21.6	0.5	-26.8	4.8	-20.8
CCN(CCO)CC(O)Cn1cnc2c(N)ncnc21 (stereo not given)	26.6	23.4	-17.3	2.4	-18.1	-13.6
CCN(CC)C(=O)/C=C/c1ccccc1	-33.2	-14.8	1.7	-54.9	-6.0	-28.6
FC(F)(F)c1[nH]nc(-c2cc3ccccc3o2)c1N=NN1CCOCC1	99.6*	99.5*	99.5*	99.2*	99.5*	99.5*
O=C(CCCCC(=O)OCC1CCCO1)OCC1CCCO1 (stereo not given)	16.3	4.5	8.5	5.3	-2.9	-18.8
O=C(C[n+]1ccccc1)N/N=C(/CCC(=O)N(Cc1ccccc1)Cc1ccccc1)CC(=O)c1ccccc1	0.8	-21.8	-26.6	-21.1	-38.0	-21.8
O=C(Nc1ccccc1)c1ccccc1C(O)(c1ccccc1)c1ccc(Cl)cc1 (stereo not given)	11.1	56.3	52.0	84.7*	77.0*	14.0

# (cont.)
Structure	yeast cln2 rad14	mlh1 rad18	bub3	yeast rad50	sgs1 mgt1	yeast mec2-1
O=C(N1CCN(CCO)CC1)N1c2ccccc2Sc2ccc(Cl)cc21	37.8	32.4	3.5	19.7	69.6	2.1
COc1ccc(-c2c3c(n(C4OC(CO)C(O)C(O)C4O)c(=S)c2C#N)CC(C)(C)CC3=O)cc1 (stereo not given)	32.9	4.4	10.1	25.4	10.6	6.0
CCOC(=O)C(c1ccccc1)C1NC(C(=O)O)CS1 (stereo not given)	-7.7	2.2	-6.8	0.1	-3.3	2.6
Cc1[nH]c(N)nc(=S)c1CCC(C)C	-100.1	17.2	-1.6	-16.6	-1.1	-9.7
N#CCc1ccc2c(c1)Sc1ccccc1O2	-5.8	73.8*	50.2	90.5*	53.0	31.8
Cc1ccc(/C=N/n2c(Cc3ccccc3)n[nH]c2=O)cc1	11.8	25.6	4.2	16.9	3.6	5.1
O=[N+]([O-])c1sc2ccccc2c1Br	99.0*	98.7*	99.1*	98.0*	98.8*	98.7*
CCCCCCCCCCCCCC(=O)Oc1ccc2ccccc2c1	5.7	8.7	-10.1	-4.0	-3.9	3.5
Cc1cc(C)c(F)c(C)c1N	-19.4	-4.3	-22.1	-32.5	-22.0	17.6
NC(=S)c1ccc(/C=N/c2nc3ccccc3s2)cc1	-9.5	14.8	16.3	11.5	18.2	32.5
C=COCCN1CCN(CCCN2c3ccccc3Sc3ccc(C(F)(F)F)cc32)CC1	98.7*	99.3*	98.5*	99.5*	99.7*	99.0*
CC(=O)Nc1c(F)cc(F)cc1[N+](=O)[O-]	-16.8	10.3	-18.8	-28.4	-12.4	-3.4
Cc1cccc([B-]23OCC[N+]2(CNC(=O)c2ccccc2O)CCO3)c1 (stereo not given)	-11.6	-16.8	-18.4	-21.6	-7.5	-19.8
COc1ccc(NC(=O)CCBr)cc1	4.2	-0.3	-0.1	5.2	-4.2	1.9
Cc1cccc(N=C2NC(=O)C(CC(=O)Nc3cccc(C)c3C)S2)c1 (stereo not given)	2.2	-5.4	15.1	-33.7	17.2	-47.1
CCOCCOC(=O)/C=C/c1ccccc1	-46.8	-3.1	8.2	17.6	-4.3	-9.6
CC1(C)COC(c2ccc(C(C)(C)C)cc2C(O)(c2cc(C(C)(C)C)ccc2C2=NC(C)(C)CO2)c2cc(C(C)(C)C)ccc2C2=NC(C)(C)CO2)=N1	-5.5	-1.1	28.6	-8.8	7.0	-4.2
CCN(CC)C(=O)c1cc([N+](=O)[O-])c(=O)n2c1[nH]c1ccccc12	23.1	-5.8	-18.5	-17.9	-59.6	6.8
O=C1NC(=O)C(c2ccccc2)O1 (stereo not given)	14.7	10.8	18.8	-3.9	1.1	-12.1
CSc1nc(=S)c2[nH]c(Cl)nc2[nH]1	-15.2	0.2	16.4	-1.8	-6.9	0.4
CC/C=C(\C)C(C#N)(CC)C(=O)OCC (stereo not given)	2.8	9.2	-20.4	4.7	-4.6	-12.7
O=c1c(O)c(O)c(=O)c(=O)c1=O	-40.1&-12.1	-28.7&4.2	-7.2&-2.4	7.1&9.5	-24.4&1.1	-9.9&9.8
CCOC(=O)CCC(=O)OCC	16.9	10.6	9.8	21.6	0.0	7.0
O=c1[nH]c(=O)c2nc(OCc3ccccc3)n(C3OC(CO)C(O)C3O)c2[nH]1 (stereo not given)	3.6	-8.6	-1.8	-2.9	-21.9	6.4
Clc1ccc(OCCCBr)cc1	-6.0	10.8	-14.9	13.1	12.4	-11.2
COc1cc2c(cc1OC)C1(CCCl)C3CC4C(=CCOC5CC(=O)N2C1C54)CN3C(=O)Cc1ccccc1 (stereo not given)	11.2	23.6	5.9	40.2	16.4	5.0
COc1cccc(Sc2ccc([N+](=O)[O-])c3no[n+]([O-])c23)c1	83.3*	83.5*	88.4*	81.5*	90.2*	91.7*
CS(=O)(=O)/C=C/c1ccccc1	1.8	0.8	-2.1	-19.4	-7.3	-8.2
O=C(/C=C/C=C/c1ccccc1)c1ccc(Cl)cc1	/	3.5	/	-12.3	/	-27.4
CC(=O)CC(C)(C)N(CCCCCCN(N=O)C(C)(C)CC(C)=O)N=O	-5.5	-17.4	5.9	-11.2	2.4	-5.5
O=C(O)CCC1(Br)CCCCC(Br)C1=O (stereo not given)	10.3	-5.0	-15.2	-5.0	-19.1	-1.6
CC(=O)O[C@H]1C(=O)[C@@]2(C)[C@H]([C@H](OC(=O)c3ccccc3)[C@]3(O)C[C@H](OC(=O)[C@H](O)[C@@H](NC(=O)c4ccccc4)c4ccccc4)C(C)=C1C3(C)C)[C@]1(OC(C)=O)CO[C@@H]1C[C@@H]2O	24.1	15.8	-4.2	23.4	-9.0	18.3
O=c1cc(CSc2ccc(Cl)cc2)occ1O	13.2	55.0	11.9	44.5	87.2*	13.4

# Profiles from above. Order of values: yeast cln2 rad14	mlh1 rad18	bub3	yeast rad50	sgs1 mgt1	yeast mec2-1
# CCN(CC)C(=O)c1cc([N+](=O)[O-])c(=O)n2c1[nH]c1ccccc12 is listed as 23.1	-5.8	-18.5	-17.9	-59.6	6.8
# CC(=O)CC(C)(C)N(CCCCCCN(N=O)C(C)(C)CC(C)=O)N=O is listed as -5.5	-17.4	5.9	-11.2	2.4	-5.5

# High-throughput results deposited in PubChem BioAssay by NCI.
